TAG inh: triacylglycerol accumulation inhibition | H9c2 cells, Nile Red lipid (TAG) fluorescence; cells loaded with 200 µM oleic acid | inhibition, % at 12.5 µM | 0.66% of 230,000 active | AID 651582;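 active means pattern-corrected inhibition of lipid staining of at least 50% with the nuclear-stain viability signal not falling by more than 50%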;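 further: 0% = DMSO wells and 100% = triacsin C control wells; some results filed as inactive read as strong as hits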
TAG inh DAPI viability: second read-out of TAG inh, no call of its own (marks repeat the call); DAPI nuclei signal change (viability), lower = more cytotoxic, %;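 whole-well DAPI fluorescence read on a plate reader as a viability signal; minus 50 percent equals half of cells still viable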
Starred values were filed as active, the others as inactive. This is a subset, so the mix of outcomes need not match the whole.

SMILES | TAG inh | TAG inh DAPI viability
Cc1cccc(S(=O)(=O)c2c(C)cc(C)nc2Cl)c1 | -16 | 10
CSCCC(NC(=O)c1ccco1)C(=O)NCC1CCCO1 (configuration not stated) | 13 | -2
CC(=O)c1ccc(S(=O)(=O)NCCCC(=O)NCCc2ccccn2)cc1 | 0 | -12
COc1ccc(C2NC(=O)C(C#N)=C(S)N2c2cccc(C)c2)cc1OC (configuration not stated) | 4 | 2
Cc1c(C(=O)NNC(=S)NCc2ccc(Cl)cc2)oc2ccccc12 | -1 | 5
O=c1cc(CCl)nc2scc(-c3ccccc3)n12 | 23 | 5
COc1ccc(NC(=O)c2c[nH]n3c(=O)cc(C4CCN(C(=O)OC(C)(C)C)CC4)nc23)cc1Cl | -1 | -6
NC(=S)N/N=C/c1cn(CCC(=O)O)nc1-c1cccc(Br)c1 | -6 | 7
CCOc1ccc(N(CC(=O)NCCSCc2ccco2)S(=O)(=O)c2ccc(F)cc2)cc1 | 6 | 2
Cc1cc(SCC(=O)Nc2cccc(S(N)(=O)=O)c2)c(C)cc1Br | -1 | 1
C=CCS(=O)(=O)N1CCCC(Cc2ccccc2C)(C(=O)OCC)C1 (configuration not stated) | -10 | -4
COc1cc(NC(=S)NCCc2c[nH]c3ccccc23)c(OC)cc1Cl | 3 | 1
Cc1ccc(CN2CCC(n3nccc3NC(=O)CCCc3ccccc3)CC2)o1 | 1 | -4
CC(C)CN(C(=O)COC(=O)c1cccn1C)c1c(N)n(Cc2ccccc2)c(=O)[nH]c1=O | 15 | 6
O=C(NC1CCCc2ccccc21)c1cccc(S(=O)(=O)N2CCOCC2)c1 (configuration not stated) | -6 | -2
COc1cc(-c2cc(C(=O)N3CCN(c4ccccn4)CC3)c3ccccc3n2)cc(OC)c1OC | 28 | 1
CCOC(=O)N1CCN(c2ccccc2OC)CC1 | -6 | 10
CC(c1n[nH]c(=S)n1Cc1ccccc1)N(C)C (configuration not stated) | 3 | 4
O=C(COC(=O)c1ccc2c(c1)OCCO2)Nc1cc(S(=O)(=O)N2CCOCC2)ccc1Cl | -12 | 13
c1ccc(-c2c[n+]3c(n2-c2ccccc2)CCC3)cc1 | -8 | -9
CCOC(=O)c1cnc(SC)nc1N | 6 | 1
NC(=O)CC(NC(=O)c1cccc(Br)c1)c1ccc(N2CCC(Br)CC2)c([N+](=O)[O-])c1 (configuration not stated) | 5 | -7
OC[C@@H]1CN(Cc2ccc3c(c2)OCO3)C[C@H](n2cnc3c(NCc4ccc(F)cc4)ncnc32)O1 | 24 | -12
CCOc1ccccc1C(=O)Nc1nnc(CC)s1 | 6 | 0

As a short view, 3 of the compounds above:
SMILES | TAG inh | TAG inh DAPI viability
c1ccc(-c2c[n+]3c(n2-c2ccccc2)CCC3)cc1 | -8 | -9
CCOC(=O)c1cnc(SC)nc1N | 6 | 1
NC(=O)CC(NC(=O)c1cccc(Br)c1)c1ccc(N2CCC(Br)CC2)c([N+](=O)[O-])c1 (configuration not stated) | 5 | -7

Structural class: the entries above containing a furan ring, fused or not (four)
SMILES | TAG inh | TAG inh DAPI viability
CSCCC(NC(=O)c1ccco1)C(=O)NCC1CCCO1 (configuration not stated) | 13 | -2
Cc1c(C(=O)NNC(=S)NCc2ccc(Cl)cc2)oc2ccccc12 | -1 | 5
CCOc1ccc(N(CC(=O)NCCSCc2ccco2)S(=O)(=O)c2ccc(F)cc2)cc1 | 6 | 2
Cc1ccc(CN2CCC(n3nccc3NC(=O)CCCc3ccccc3)CC2)o1 | 1 | -4

Further records follow.
SMILES | TAG inh | TAG inh DAPI viability
O=C(O)COc1ccccc1/C=N/NC(=O)/C(=C\c1ccc2c(c1)OCO2)NC(=O)c1ccccc1 | 0 | 1
COc1ccc(C2OC34CCCCC3C(C#N)(C#N)C2(C#N)C(=N)O4)cc1 (configuration not stated) | 9 | 2
Cn1c(=O)c2c(nc(NCc3ccco3)n2Cc2ccc(Cl)cc2Cl)n(C)c1=O | -15 | 4
CCOC(=O)c1cn2nc(Oc3cccc(F)c3)ccc2n1 | 13 | -2
O=C1/C(=C\c2cccs2)SC(=S)N1C1CCS(=O)(=O)C1 (configuration not stated) | 15 | -2
O=c1[nH]cnc2c1C(c1ccc(Cl)cc1)c1c(nc[nH]c1=O)O2 | 8 | 6
CCOC(=O)CSc1nnc2c3ccccc3n(C)c2n1 | -1 | 6
Cc1ccsc1CNC(=O)C1(C)CCCN1CC(C)C (configuration not stated) | -16 | 4
CC(=O)OCC(=O)[C@@]1(O)CC[C@H]2[C@@H]3CCC4=CC(=O)C=C[C@]4(C)[C@@]3(Cl)[C@@H](Cl)C[C@@]21C | 34 | 17
C#CCOCCOCCOCCNc1nc(N2CCN(C(=O)[C@H]([C@@H](C)CC)n3cc(CCC(=O)O)nn3)CC2)nc(N2CCN(C(=O)[C@H](Cc3ccc(O)cc3)n3cc(CCO)nn3)CC2)n1 | -12 | 7
CCOc1ccccc1CNCCNCC(C)O (configuration not stated) | 2 | 3
O=C(OCc1ccc(Br)cc1)c1cc([N+](=O)[O-])ccc1N1CCOCC1 | 52* | -36*
COCCNC(=O)/C(C#N)=C/c1ccc(N2CCOCC2)o1 | 13 | -15
CCN(C[C@H]1N[C@@](CC)(C(=O)OC)[C@H]2C(=O)N(Cc3ccccc3)C(=O)[C@@H]12)S(=O)(=O)c1ccc(-c2ccccc2)cc1 | 45 | -2
COc1ccc(CCNC(=O)CCCCC(=O)NCCc2ccc(OC)cc2)cc1 | -1 | -1
COc1ccc2c(c1)C1NC(=S)NC(C)(O2)C1C(=O)Nc1ccccc1C (configuration not stated) | -4 | 11
O=C(CSc1ccc2nnc(-c3ccc(Cl)cc3)n2n1)N1CCCC1 | 1 | -7
COc1ccc(CNC(=O)[C@]2(C)CCC[C@@]3(C)C4CC[C@@]5(C)C[C@]4(CCC32)CC5=O)cc1 (some centres not stated) | 0 | -4
Cc1ccc(C)c2[nH]c(=O)c(CCNC(=O)C(C)(C)C)cc12 | -2 | -5
COc1ccc(NC(=S)Nc2cccc(C)n2)cc1 | -4 | 5
CC(C)Cn1c(-c2ccccc2)nc2ccccc2c1=O | -7 | 2
CC(=O)NC(c1cccc(F)c1)c1nc(-c2ccc(C)c(C)c2)cs1 (configuration not stated) | 10 | -10
O=C(NCc1ccccc1F)C1CCCN1S(=O)(=O)c1ccc(Cl)cc1 (configuration not stated) | -9 | 5
O=C(COC(=O)c1ccc(Br)c(S(=O)(=O)N2CCOCC2)c1)NC1CC1 | -4 | 6
CS(=O)(=O)N1CCN(C(=O)CSc2ccccc2)CC1 | 3 | -6
Cc1nc2ccc(NS(=O)(=O)c3ccc(F)c(F)c3F)cc2s1 | 0 | 1
COc1ccc([C@H]2Cc3cccc(O)c3C(=O)O2)cc1O | 1 | -11
Nn1cnnc1N/N=C/c1ccc(Cl)c([N+](=O)[O-])c1 | -1 | 10
CCN(CC1COc2ccccc2O1)C(=O)c1ccc(Cl)c(S(=O)(=O)N2CC(C)OC(C)C2)c1 (configuration not stated) | -20 | -1
CCCSc1ccc(C(=O)Nc2ccc(F)cc2F)cn1 | -4 | 3
Cc1cc(=O)nc2c3ccccc3n(CC(=O)Nc3ccccc3Br)n12 | 0 | 0
O=C(NNC(=S)Nc1ccccc1Cl)c1ccccc1Br | 9 | 10
CCOC(=O)CSc1nc(N2CCOCC2)c2c(c1C#N)CC(C)(C)N(C)C2 | 8 | 17
Cc1ccc(S(=O)(=O)N2CCN(S(=O)(=O)c3ccccc3)C2c2ccc(N(C)C)cc2)cc1 (configuration not stated) | 27 | -13
NC(=O)C(NC(=O)OCc1ccccc1)c1ccccc1 (configuration not stated) | -14 | 1
COc1ccc2c(-c3ccccc3)cc(SCC(N)=O)nc2c1 | -12 | 2
Cc1ccc(S(=O)(=O)N2[C@@H](c3ccc(F)cc3)C(C(=O)O)=CC[C@H]2c2cccc(Cl)c2)cc1 | -23 | 4
Cn1nccc1NC(=O)Nc1ccc(OC(F)(F)F)cc1 | -20 | 1
O=C(NCCOc1ccccc1)C1Nc2ccc(OC(F)(F)F)cc2C2C=CCC12 (configuration not stated) | 7 | -2
CC(C)N(C)C(=O)C(=O)c1cccn1-c1cccc(Cl)c1C#N | -3 | -6
CSc1ccc(C(C(C(=O)c2cccs2)N2CCOCC2)N2CCOCC2)cc1 (configuration not stated) | 31 | 33
O=C(Cn1nc(-c2ccc(Cl)cc2)ccc1=O)NCCN1CCOCC1 | 1 | 14
CCOC(=O)c1cc(C(=O)c2cccs2)n2ccc(C(C)=O)cc12 | 26 | -8
S=c1[nH]cc(-c2ccccc2)[nH]1 | -10 | 3
O=c1cc(N2CCCCCC2)[nH]c(=O)n1-c1ccc(Cl)cc1 | 9 | -10
CS(=O)(=O)n1nc(-c2ccco2)nc1N | 4 | -6
N#Cc1ccc(NC(=O)COC(=O)CNC(=O)C2CCCCC2)cc1 | -22 | 6
COc1ccc(N(C(=O)c2cc3ccccc3oc2=O)C2C=CS(=O)(=O)C2)cc1 (configuration not stated) | -4 | -8

Entries of single compounds from above:
Record of Cc1ccc(S(=O)(=O)N2[C@@H](c3ccc(F)cc3)C(C(=O)O)=CC[C@H]2c2cccc(Cl)c2)cc1 : TAG inh = -23; TAG inh DAPI viability = 4
Record of CC(C)N(C)C(=O)C(=O)c1cccn1-c1cccc(Cl)c1C#N : TAG inh = -3; TAG inh DAPI viability = -6

The listing continues.
SMILES | TAG inh | TAG inh DAPI viability
COc1cc(C(=O)NCC(=O)NC(C)c2ccc(-n3ccnc3)cc2)cc(OC)c1OC (configuration not stated) | -5 | -2
CN(CC(=O)NCCN1CCN(c2ccccc2)CC1)S(=O)(=O)c1ccc2c(c1)CCC(=O)N2 | 2 | 0
CCOc1ccc(CCN2C(=O)c3ccc(C(=O)O)cc3C2=O)cc1OCC | 9 | -7
COc1ccc(OC)c(NC(=O)c2cc(S(=O)(=O)N(C)C)ccc2N2CCCC2)c1 | 7 | -6
CN(CCc1ccccn1)C(=O)c1cccnc1Oc1ccc(Cl)cc1 | 2 | -2
CCC(=O)Nc1cc(=O)[nH]c2ncnn12 | -3 | 8
N#C/C(=C/Nc1ccccc1C(=O)O)C(N)=O | 8 | -6
CCOC(=O)c1cc2c3ccccc3n(CC)c2nc1N | -19 | 34
CCOc1ccc2nc(NS(=O)(=O)c3ccc4c(c3)n(C)c(=O)n4C)sc2c1 | 4 | -1
Cc1nc2cc3nc(C)sc3cc2s1 | 10 | -8
C=CCN1C(=S)N[C@@H]2CS(=O)(=O)C[C@@H]21 | 0 | -3
Cc1nn(Cc2c(Cl)cccc2Cl)c(Cl)c1/C=C/C(=O)OCC(=O)NCC(F)(F)F | -15 | 4

Molecules from the list above with a nitro group on carbon, in the order listed:
SMILES | TAG inh | TAG inh DAPI viability
NC(=O)CC(NC(=O)c1cccc(Br)c1)c1ccc(N2CCC(Br)CC2)c([N+](=O)[O-])c1 (configuration not stated) | 5 | -7
O=C(OCc1ccc(Br)cc1)c1cc([N+](=O)[O-])ccc1N1CCOCC1 | 52* | -36*
Nn1cnnc1N/N=C/c1ccc(Cl)c([N+](=O)[O-])c1 | -1 | 10

The results go on:
SMILES | TAG inh | TAG inh DAPI viability
Cn1c(CC(=O)Nc2ccccc2)n[nH]c1=S | 24 | -2
Cc1cc(O)cc(O)c1C(=O)Cc1cnn(-c2ccccc2)c1 | 5 | -3
CC(C(=O)N1CCCCCC1)c1ccc([N+](=O)[O-])cc1 (configuration not stated) | -2 | -7
CN(C)CCCN(C(=O)COc1ccc(Cl)cc1)c1nc2cc3c(cc2s1)OCO3 | -23 | 13
COc1ccccc1NS(=O)(=O)c1ccc(C(=O)NCCCN2CCCC2=O)cc1 | -13 | 7
Cc1cc(C)c(S(=O)(=O)Nc2nnc(CC(C)C)s2)c(C)c1 | -16 | 6
CC(=O)Nc1cc(C(=O)CSc2nnc(C3CC3)n2C2CC2)ccc1O | 13 | -1
CCN(CC)CCOc1ccc2nc(N(C)C)sc2c1 | 8 | -6
CCC(=O)c1ccc(OC(=O)c2cccs2)cc1 | 6 | 8
O=C(CN1C(=O)C(=O)N(Cc2ccco2)C1=O)c1c[nH]c2ccccc12 | 0 | 3
CCN1CCN(C(=O)c2ccc(Cl)c(S(=O)(=O)N3CCCCC3)c2)CC1 | -7 | -6
Cc1cc2ccccc2c(=O)n1CC(=O)NCC1COc2ccccc2O1 (configuration not stated) | 7 | -6
CN1CCN(C2CCN(Cc3ccc(O)c4ncccc34)CC2)CC1 | -10 | -7
CNC(=O)c1ccsc1NC(=O)C1CCN(S(=O)(=O)c2cccs2)CC1 | -2 | -7

Screening data deposited in PubChem BioAssay by Sanford-Burnham Center for Chemical Genomics.
